# Mito fusion yeast: qHTS Assay for Small Molecule Inhibitors of Mitochondrial Division or Activators of Mitochondrial Fusion; S. cerevisiae fusion-defective mutant growth rescue, CellTiterGlo 48 h; Potency, µM (top dose mostly 46.1 µM), for the others: top-dose growth rescue (activation), most hits filed as activators; actives 0.23% (n = 320,000);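 note: potency is the fitted concentration of half-maximal effect; % of control where 0% means no effect; nearly all actives have a fitted effect of over 45% in size; temperature-sensitive fusion mutants such as fzo1-1 at 37 °C on non-fermentable ethanol glycerol medium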
#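 Compounds are tested for their ability to restore growth of mitochondrial fusion-defective yeast strains at non-permissive 37C in YPEG medium over 48 hours. Viability is quantified by luciferase luminescence.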
# PKM2 act: qHTS Assay for Activators of Human Muscle isoform 2 Pyruvate Kinase; Pyruvate kinase PKM (Homo sapiens), P14618; purified PKM2, Kinase-Glo ATP luminescence, activation; response scale: 0% is enzyme alone, no compound; Potency, µM (highest dose often 57.5 µM), for inactives: at the top dose activation, hits mostly activators; actives 0.34% (n = 260,000); AID 1631, 2009; note: potency is the fitted concentration of half-maximal effect; % is set by controls: 0 for no effect and ±100 for the full control effect; nearly all actives have a fitted effect of over 55% in size
#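 ATP formation by purified human PK-M2, quantified via coupled luciferase luminescence after 1 h at room temperature with 0.1 mM ADP and 0.5 mM PEP final.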
# MBNL1 CUG block: qHTS Assay for Inhibitors of MBNL1-poly(CUG) RNA binding; Muscleblind-like protein 1 (Homo sapiens), Q9NR56; actives 0.036% (n = 280,000); TR-FRET MBNL1-His/biotin-(CUG)12 binding, 665/545 ratio; Potency, µM (series often up to 57.5 µM), inactives show at the highest dose activity change, negative = inhibition, actives largely listed as inhibitors; active = well fitted inhibition curve with a large enough effect in the signal ratio, with a control signal flat, not every such curve was filed as active; inconclusive = small, poorly fitted or top-dose-only effect, or effect the other way, or a change in a side signal; inactive = no such curve, though single readings can be large or run the other way; the % refers to the signal ratio; note: potency is the fitted concentration of half-maximal effect; % is set by controls: 0 for no effect and ±100 for the full control effect
#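 TR-FRET between His-tagged MBNL1 and biotin-(CUG)12 RNA, detected with Tb anti-His antibody (0.055 ng/ul) and streptavidin-XL665 (5 nM), 60 min at room temperature. Compounds titrated 92 nM to 58 uM; 665/545 nm ratio normalized to buffer and complex controls.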
# Rab9 promoter act: qHTS Assay for Rab9 Promoter Activators; Huh7 Rab9 promoter-luciferase reporter, luminescence, 24 h; Potency, µM (titrated, usually from 9.22 µM), without a hit: at the highest dose activation, negative = inhibition, hits mostly activators; actives 2.8% (n = 320,000); note: potency is the fitted concentration of half-maximal effect; % of control where 0% means no effect; nearly all actives have a fitted effect of over 60% in size
#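 Promoter activation is measured as luciferase luminescence in Huh7 cells stably transfected with a Rab9 promoter–luciferase construct, following 24 h compound exposure at 37 °C and 10 min reagent incubation at ambient temperature.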
# NPC1 promoter act: qHTS Assay for NPC1 Promoter Activators | actives 2.4% (n = 320,000) | Potency, µM (highest dose often 9.22 µM), inactives show at the top dose activation, hits mostly activators | AID 485313, 2010 | Huh7 NPC1 promoter luciferase reporter, 24 h;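 note: potency is the fitted concentration of half-maximal effect; % of control where 0% means no effect; nearly all actives have a fitted effect of over 60% in size; reporter is driven by a mutant NPC1 promoter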
#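 NPC1 promoter–luciferase Huh7 cells; 24 h compound; luminescence.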
# RORgamma inh: qHTS for inhibitors of ROR gamma transcriptional activity; actives 5.4% (n = 310,000); AID 2551, 2010; Nuclear receptor ROR-gamma (Mus musculus), P51450; Drosophila S2 Gal4-RORgamma UAS-luciferase reporter, 20 h; Potency, µM (titrated, usually from 53.6 µM), for inactives: at the highest dose activity change, negative = inhibition, most hits filed as inhibitors; note: potency is the fitted concentration of half-maximal effect; % is set by controls: 0 for no effect and ±100 for the full control effect; nearly all actives have a fitted effect of over 60% in size
# Target sequence (P51450 whole entry, looked up, the tested form may be a part): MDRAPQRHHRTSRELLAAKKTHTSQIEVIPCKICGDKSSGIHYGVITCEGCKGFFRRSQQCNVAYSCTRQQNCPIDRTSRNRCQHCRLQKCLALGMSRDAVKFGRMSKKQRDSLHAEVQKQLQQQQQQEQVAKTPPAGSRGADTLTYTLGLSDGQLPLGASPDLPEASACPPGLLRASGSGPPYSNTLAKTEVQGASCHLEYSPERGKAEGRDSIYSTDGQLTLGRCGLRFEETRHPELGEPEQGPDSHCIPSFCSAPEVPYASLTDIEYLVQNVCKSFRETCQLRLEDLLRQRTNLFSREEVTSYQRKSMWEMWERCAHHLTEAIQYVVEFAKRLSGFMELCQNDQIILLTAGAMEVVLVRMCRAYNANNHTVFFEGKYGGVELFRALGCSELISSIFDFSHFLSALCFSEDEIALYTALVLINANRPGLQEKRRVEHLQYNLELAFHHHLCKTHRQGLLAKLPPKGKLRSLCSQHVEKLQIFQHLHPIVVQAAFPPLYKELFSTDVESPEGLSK
#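 Luminescence from a UAS-regulated Photinus luciferase reporter in stably transfected Drosophila Schneider cells is measured; decreased signal marks ROR gamma inhibition. Fusion expression is induced by 700 uM copper sulfate for 20 hr.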
# Gal4-VP16 FLuc: VP16 counterscreen qHTS for inhibitors of ROR gamma transcriptional activity; Drosophila S2 Gal4-VP16 UAS-luciferase, luminescence, 20 h; Potency, µM (series often up to 53.6 µM), for the others: top-dose activity, negative = inhibition, actives largely listed as inhibitors; actives 3.5% (n = 310,000); AID 2546, 2010;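 note: Gal4-VP16 expression switched on by copper sulfate through the metallothionein promoter; potency is the fitted concentration of half-maximal effect; % is set by controls: 0 for no effect and ±100 for the full control effect; nearly all actives have a fitted effect of over 50% in size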
# FLuc modulator: qHTS profiling assay for firefly luciferase inhibitor/activator using purifed enzyme and Km concentrations of substrates (counterscreen for miR-21 project). purified FLuc, Km substrates, luminescence inhibition. Potency, µM (highest dose often 57.5 µM), for inactives: top-dose activity change, negative = inhibition, actives largely listed as inhibitors. actives 6.9% (n = 360,000);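 note: potency is the fitted concentration of half-maximal effect; plate controls were vehicle for no effect and reference inhibitor for full effect; nearly all actives have a fitted effect of over 55% in size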
#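 Purified P. pyralis luciferase, 10 nM final, with Km-level 10 uM D-luciferin and 10 uM ATP in 50 mM Tris acetate pH 7.5, 10 mM Mg acetate, 0.01% Tween-20, 0.05% BSA; 6-point qHTS titration about 60 µM downward; luminescence read.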
# ELG1 DNA repair: qHTS screen for small molecules that inhibit ELG1-dependent DNA repair in human embryonic kidney (HEK293T) cells expressing luciferase-tagged ELG1; Potency, µM (highest dose often 46.1 µM), for inactives: at the top dose activity change, negative = inhibition, usual class: inhibitors; HEK293T ELG1-luciferase reporter, luminescence, 16 h; DNA damage induced by 5-fluorouridine; actives 2.3% (n = 330,000); AID 504467, 2011; note: potency is the fitted concentration of half-maximal effect; % is set by controls: 0 for no effect and ±100 for the full control effect; nearly all actives have a fitted effect of over 55% in size
#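 DMSO vehicle served as the neutral condition. Each well held 2,000 cells given 5-fluorouridine plus compound; after 16 hr at 37 °C/5% CO2, ONE-Glo was added and luciferase measured 30 min later.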
# Menin MLL FP TR: qHTS Assay for Inhibitors Targeting the Menin-MLL Interaction in MLL Related Leukemias: Competition With Texas Red Labeled MLL-derived Mutant Peptide; O00255; actives 0.23% (n = 270,000); AID 1768, 2009; Menin + Texas Red MLL mutant peptide, fluorescence polarization; Potency, µM (doses to about 61.6 µM), without a hit: at the top dose FP activity change, negative = inhibition, hits mostly inhibitors; active = well fitted inhibition curve with a large enough effect in the polarisation, with a control signal flat, not every such curve was filed as active; inconclusive = small, poorly fitted or top-dose-only effect, or effect the other way, or a change in a side signal; inactive = no such curve, though single readings can be large or run the other way; the % refers to the polarisation; note: potency is the fitted concentration of half-maximal effect; % of control where 0% means no effect; many of its hits are not listed in these tables
# Target sequence (O00255 whole entry, looked up): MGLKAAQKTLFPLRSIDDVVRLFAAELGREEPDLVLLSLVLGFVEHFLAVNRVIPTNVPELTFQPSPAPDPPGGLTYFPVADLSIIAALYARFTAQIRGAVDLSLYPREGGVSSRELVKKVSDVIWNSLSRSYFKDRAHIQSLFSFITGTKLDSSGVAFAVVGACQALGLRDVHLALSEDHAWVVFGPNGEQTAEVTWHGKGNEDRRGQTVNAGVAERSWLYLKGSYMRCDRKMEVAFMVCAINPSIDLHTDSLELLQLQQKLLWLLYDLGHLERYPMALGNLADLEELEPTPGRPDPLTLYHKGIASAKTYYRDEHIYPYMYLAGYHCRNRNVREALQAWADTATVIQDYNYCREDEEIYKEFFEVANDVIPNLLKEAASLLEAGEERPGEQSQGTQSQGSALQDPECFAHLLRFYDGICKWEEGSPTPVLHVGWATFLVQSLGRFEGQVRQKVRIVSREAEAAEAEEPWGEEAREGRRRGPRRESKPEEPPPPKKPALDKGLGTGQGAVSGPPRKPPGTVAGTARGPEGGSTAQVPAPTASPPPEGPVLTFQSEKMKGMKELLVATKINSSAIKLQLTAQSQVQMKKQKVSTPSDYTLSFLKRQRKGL
# KCNH2 3.1 block: qHTS for Inhibitors of KCHN2 3.1: Mutant qHTS | Potassium voltage-gated channel subfamily H member 2, brain isoform KCNH2 3.1 (human) | U2OS KCNH2 3.1, thallium flux FluxOr; active compounds read low | activity change, % (tested at about 1.8 µM) | actives 0.95% (n = 340,000) | AID 720553, 2013;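 active = maximum activity change below -70%; inconclusive = maximum activity change from -70% to -50%; inactive = maximum activity change above -50%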;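 note: thallium influx rate constant from kinetic fluorescence after stimulation buffer; % is set by controls: 0 for no effect and ±100 for the full control effect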
#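 FluxOr-based Tl+ influx in U2OS cells transduced with KCNH2 3.1 virus; rate constants normalized to DMSO controls.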
# The depositor's hits bear a star; ? = inconclusive; . = no result given; & = joins results of further samples; [ ] = remark or other dose. Unless noted, calls come from the whole dose curve; as a rule, active = well fitted curve in the direction sought with a large enough effect; inconclusive = small, poorly fitted or top-dose-only effect, or another doubt; inactive = no such curve, though single readings can be large; an effect the other way counts as inactive or inconclusive. This is a subset (hit frequency here may not be typical).
SMILES,Mito fusion yeast,PKM2 act,MBNL1 CUG block,Rab9 promoter act,NPC1 promoter act,RORgamma inh,Gal4-VP16 FLuc,FLuc modulator,ELG1 DNA repair,Menin MLL FP TR,KCNH2 3.1 block
C/C(=N\Nc1nc(C)c(C)s1)c1ccc([N+](=O)[O-])cc1,2%,-2%,?,18%,2%,11µM*,?,-20%,1%,?,2
COCCCn1c2nc3ccccc3nc2c2c(=O)n(Cc3cccs3)cnc21,-1%,0%,14%,5%,0%,2%,-2%,2%,2%,-11%,.
COCCCN(C(=O)c1ccc2ccccc2n1)c1c(N)n(Cc2ccccc2)c(=O)[nH]c1=O,0%,.,.,3%,1%,.,.,?,?,.,10
CC(C)(C)OC(=O)N1Cc2ccccc2C[C@H]1C(=O)NCC(=O)NC1CCCC1,-16%,-8%,1%,-1%,-5%,-17%,5%,1%,0%,-1%,0
O=C(NCc1cccs1)C1CCN(S(=O)(=O)c2cccc([N+](=O)[O-])c2)CC1,4%,.,?,4%,2%,24%,4%,-2%,3%,8%,-11
CCCCOc1cccc(C2/C(=C(/O)c3ccc4c(c3)CC(C)O4)C(=O)C(=O)N2CCN2CCOCC2)c1 (stereo not given),-7%,.,-2%,-4%,0%,?,-7%,0%,9%,-11%,-4
O=C(NC1CCCCC1)c1ccc2snnc2c1,1%,-14%,0%,4%,-2%,-1%,-1%,-9%,?,0%,13
CC(=O)Nc1ccc(OCC(=O)N(CC(C)C)C2CCS(=O)(=O)C2)cc1 (stereo not given),-4%,-6%,-1%,0%,-1%,1%,0%,-1%,6%,-2%,-1
CCc1cccc(NC(=O)c2ccc(NS(=O)(=O)c3c(C)noc3C)cc2)c1,4%,-1%,-1%,4%,0%,38%,-1%,2%,-2%,?,-1
CCN(C(=O)c1cc2c(=O)[nH]c3ccc(C)cc3c2s1)c1cccc(C)c1,7%,5%,13%,-16%,-14%,6%,-4%,-1%,-7%,.,22
C=CCNC(=O)CCCCCNS(=O)(=O)c1ccc(OC)cc1,1%,1%,-4%,-1%,2%,0%,-1%,6%,-6%,0%,-5
CCOc1ccc(Oc2ccccc2NS(=O)(=O)c2ccc(CCC(=O)O)cc2)cc1,2%,.,.,-11%,0%,.,.,0%,-8%,.,-18
COc1ccc(NC(=O)c2cc(C)n(Cc3cccs3)c2C)cc1,6%,1%,.,0.32µM*,0.56µM*,-13%,-17%,0.85µM*,?,.,5
CC1(c2ccccc2Cl)NC(=O)N(CC(=O)Nc2cccnc2Cl)C1=O (stereo not given),7%,.,.,1%,-8%,.,.,7%,-7%,.,8
Cc1ccc(CNC(=O)c2ccc3nc4[nH]c5ccccc5c4nc3c2)cc1,5%,1%,3%,13%,12%,?,7.1µM*,-5%,-16%,-17%,.
COc1ccc(Cl)cc1S(=O)(=O)N(C)CC(=O)NCc1ccccn1,0%,-10%,0%,1%,0%,-3%,8%,1%,0%,-13%,2
CC(C)Oc1c(Cl)cc(CNC(C)(C)CO)cc1Cl,4%,-7%,-2%,-1%,0%,-39%,4%,-2%,1%,-12%,14
CCOC(=O)c1nn(-c2ccc(F)cc2)c(=O)c(C#N)c1C,3%,3%,?,3%,-2%,15%[1.91 µM],-10%,3%,7%,-6%,-1
COc1cccc2[nH]c3c(=O)[nH]cnc3c12,11%,.,-3%,-11%,1%,-4%,1%,6%,12%,-29%,-4
O=C(NC1CCCCCC1)C1CCN(C(=O)Cc2ccccc2)CC1,0%,-4%,-4%,10%,-1%,2%,15%,0%,0%,-17%,4
Cc1ccc(CNC(=O)C2CCN(S(=O)(=O)N3CC(C)CC(C)C3)CC2)cc1 (stereo not given),-1%,.,-6%,-10%,1%,-4%,4%,4%,28%,.,2
Cc1ccc(S(=O)(=O)Nc2cc(=O)[nH]c(SCc3ccc(Cl)cc3)n2)cc1,0%,-6%,.,-1%,-1%,-15%[10 µM],0%,0%,?,-15%,-10
c1ccc(C2=Nc3ccccc3OC2)cc1,5%,9%,6%,3.5µM*,?,0%,25%,3µM*,?,-1%,10
Cc1ccccc1NC(=O)c1cc2c(C)nc3ccccc3c2o1,0%,4%,-11%,-5%,-5%,1%,-10%,3%,?,-27%,30
Cc1ccc(NS(=O)(=O)c2ccc(OCC(=O)NCc3cccnc3)cc2)cc1,-1%,17%,-8%,-6%,-2%,44%,7%,2%,6%,-2%,-3
Cc1nn(C)c(C)c1S(=O)(=O)N1CCCC(C(=O)NCC2COc3ccccc3O2)C1 (stereo not given),2%,13%,0%,1%,-1%,17%,1%,1%,-10%,-25%,2
COc1ccc(-c2csc(N(CC3CCCO3)C(=O)c3cccs3)n2)cc1 (stereo not given),2%,-1%,9%,0%,3%,11%,-2%,-2%,?,8%[11.7 µM],0
COc1cccc(CC2(CO)CCN(S(=O)(=O)N(C)C)CC2)c1,1%,-8%,-8%,-8%,0%,15%,-12%,0%,-28%,-1%,-9
Cc1ccc(S(=O)(=O)Nc2ccc3nc(C)sc3c2)cc1,-2%,18%,1%,-3%,-3%,?,?,-2%,-3%,-3%,.
Cn1ccc(NC(=O)Nc2cccc([N+](=O)[O-])c2)n1,-3%,-6%,?,24%,18%,?,28%,?,?,19%,-4
CC(C)Oc1ccc(CC(=O)NNC(=S)Nc2ccc(Br)cc2)cc1,8%,-6%,-6%,-4%,-7%,?,-22%,-1%,-2%,8%,0
Cn1c(CCN2CCN(c3ccccn3)CC2)nc2cc(NS(=O)(=O)c3ccccc3)ccc21,4%,.,-15%,-3%,-2%,22%,-2%,-1%,9.2µM*,-1%,-76*
Cc1ccc(NC(=S)NCc2cccnc2)cc1,2%,2%,-3%,3%,2%,-2%,9%,0%,11%,16%,2
Cc1cccc(C(=O)Nc2cccc(C(=O)N/N=C/c3ccncc3)c2)c1,-4%,-1%,.,1%,1%,-5%,6%,?,-22%,7%,-4
CN(CCCCOc1ccc(F)cc1)Cc1ccccc1,-2%,-1%,-3%,-4%,9%,2%[1.91 µM],4%,1%,-22%,-15%,-23
CCCNC(=O)COCc1cc(-c2ccc3c(c2)OCO3)on1,-14%,.,-3%,15%,17%,2%,16%,?,?,-8%,4
CCOC(=O)c1c([N+](=O)[O-])c(C)[nH]c(=O)c1C#N,-7%,6%,?,0%,0%,1%,1%,6%,11%,12%,-4
O=C(N[C@@H](Cc1ccccc1)C(=O)OCc1ccccc1)c1nc[nH]c1C(=O)NCc1ccccc1,-1%,-1%,2%,-6%,-3%,10µM*,?,-1%,-4%,10%,-21
CCOC(=O)CNC(=O)/C(=C\c1ccc(F)cc1)NC(=O)c1ccccc1,-4%,-3%,0%,-1%,-2%,5%,-3%,-8%,3%,13%,1
O=[N+]([O-])c1cc(S(=O)(=O)N2CCCCC2)ccc1NCCN1CCOCC1,-1%,-5%,?,4%,-5%,4%,8%,2%,-15%,-6%,3
CS(=O)(=O)c1ccc(Cl)c(NC(=O)CN2C(=O)C3CCCCC3C2=O)c1 (stereo not given),1%,.,.,-1%,-2%,.,.,-18%,11%,.,3
CCOC(=O)c1cc(NC(=O)N2CCCc3ccccc32)c(C)nc1C,-8%,-14%,1%,-1%,2%,22%,-2%,-4%,-15%,-19%,4
CC1C/C(=C/c2ccccn2)C(=O)/C(=C/c2ccccn2)C1 (stereo not given),4%,?,-6%,-43%[inhibitor],-42%[inhibitor],2.8µM*,1.4µM*,-11%,4.6µM*,?,0
CN(C)/C=N/c1cc(=O)n(Cc2ccccc2)c(=O)n1C,0%,2%&2%,-4%,-4%,-2%,8%&1%,7%&19%,1%,5%,9%&5%,-6
O=C(c1ccc(N2CCCC2=O)cc1)N1CCN(c2ccc(Cl)cc2)CC1,-2%,-9%,5%,-7%,-10%,?,8%,1%,-17%,.,5
